# LANA DNA inh: blocks KSHV LANA C-terminal domain binding to DNA; 340,000 tested, 0.078% active; MBP-C-LANA/FAM-LBS DNA binding, fluorescence polarization; inhibition, % at 9 µM; AID 504423;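 active = highest replicate inhibition at or above 60% at 9 µM, even if other replicates fall short; inactive = all replicates below 60% inhibition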;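 also: 0% = neutral control wells and 100% = 4 µM acridine orange control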
# PKA-R2B activ: PKA-R2B complex activation; activation, % at 11.4 µM; PKA-R2B holoenzyme dissociation, Cy5-IP20 fluorescence polarization; R2B truncated from residue 108, S112A mutant; 0% DMSO only, 100% 113 µM cGMP; 340,000 tested, 0.079% active;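 active = activation above a cutoff set at the mean over all compounds plus 3 SD, cut at about 18% in these data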;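 also: higher means more holoenzyme dissociation and a rise in polarization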
# Target sequence (P31323 whole entry, looked up, other chains not shown, the tested form may be a part): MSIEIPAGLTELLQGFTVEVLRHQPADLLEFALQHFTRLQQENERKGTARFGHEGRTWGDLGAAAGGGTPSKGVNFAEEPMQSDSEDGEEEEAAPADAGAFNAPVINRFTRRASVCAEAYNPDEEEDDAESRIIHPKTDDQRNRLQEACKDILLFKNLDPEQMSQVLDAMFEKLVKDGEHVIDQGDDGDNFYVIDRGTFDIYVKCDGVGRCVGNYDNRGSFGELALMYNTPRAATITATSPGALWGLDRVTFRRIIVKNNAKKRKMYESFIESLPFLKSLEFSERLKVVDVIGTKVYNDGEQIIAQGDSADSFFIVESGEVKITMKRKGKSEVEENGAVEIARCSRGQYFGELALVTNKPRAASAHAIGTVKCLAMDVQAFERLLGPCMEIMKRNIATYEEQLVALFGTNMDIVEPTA
# CAL PDZ FP-1: human CAL PDZ-peptide interaction inhibition; Q9HD26; purified CAL PDZ, TMR-peptide fluorescence polarization, 1 h; inhibition, % at 20 µM; 330,000 tested, 0.02% active; AID 504414;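 active = highest replicate inhibition of at least 40%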;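 also: plate controls were DMSO neutral control wells for no effect and unlabeled competitor peptide control wells for full effect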
#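 System: purified tagged CAL PDZ domain construct (CerCALP). Schedule: 1 h incubation at room temperature before polarization reading. Medium: 25 mM sodium phosphate pH 7.4, 150 mM NaCl, TCEP, IgG, Thesit. Read-out: percent inhibition from loss of millipolarization. Measured by: FP readout, S and P plane fluorescence. Probe or stimulus: fluorescent TMR peptide probe.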
# SR-BI uptake up: enhances SR-BI lipid uptake from DiI-HDL; AID 504775; 320,000 tested, 0.096% active; CHO ldlA[mSR-BI] cells, DiI-HDL uptake fluorescence, 3 h; 100 = double the neutral-control signal; activation, % at 12.5 µM;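 active = mean replicate activation of at least 60% and every replicate at or above 60%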;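 also: 0% = median plate neutral-control signal and 100% = twice that signal; values of inactives mirror those of a sister screen read the other way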
#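 Assay system: CHO ldlA[mSR-BI] cells, LDL receptor-null, SR-BI overexpressing; medium: Ham's F12 with 0.5% BSA, HEPES 25 mM, pH 7.4; also added: DiI-HDL 10 µg/mL; timing: 3 h uptake period with compound, 37 °C; signal: DiI fluorescence, bottom read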
# Rtt109 Vps75: blocks Candida albicans Rtt109/Vps75 acetyltransferase activity. Q5AAJ8. purified Rtt109/Vps75, ThioGlo CoA-SH fluorescence, 4 h. inhibition, % at 34.9 µM. 330,000 tested, 0.16% active;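 active = inhibition of at least 50% in every replicate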
# Target sequence (Q5AAJ8 whole entry, looked up): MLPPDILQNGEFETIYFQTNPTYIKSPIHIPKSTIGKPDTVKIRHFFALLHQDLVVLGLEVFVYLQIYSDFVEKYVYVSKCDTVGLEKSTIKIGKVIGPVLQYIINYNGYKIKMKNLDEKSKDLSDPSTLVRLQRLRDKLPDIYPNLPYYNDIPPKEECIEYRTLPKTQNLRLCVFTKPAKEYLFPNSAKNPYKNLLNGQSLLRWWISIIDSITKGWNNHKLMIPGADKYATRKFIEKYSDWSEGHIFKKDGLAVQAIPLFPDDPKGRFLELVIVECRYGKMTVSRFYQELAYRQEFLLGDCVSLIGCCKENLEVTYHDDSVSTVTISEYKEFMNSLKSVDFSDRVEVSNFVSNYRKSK
# DAGLB inh: diacylglycerol lipase beta (human) inhibition; Q8NCG7; inhibition, % at 5.17 µM; 340,000 tested, 0.059% active; HEK293T DAGLB membrane lysate, EnzChek fluorogenic substrate; AID 504411; in the data active = inhibition above about 34%;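 also: 0% = enzyme with vehicle and 100% = wells lacking enzyme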
# Cardiac RTF inh: cardiac RTF calcium desensitization; P19429+P45379; IANBD-labeled cardiac RTF, Ca2+ fluorescence; AID 493244; 340,000 tested, 0.12% active; inhibition, % at 7.15 µM;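 active = inhibition above the mean inhibition of all tested compounds plus 3 SD, cut at about 17% in these data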;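 also: assay run at fixed EC70 calcium of 1.6 mM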
# CAL PDZ FP-2: blocks peptide binding to the human CAL PDZ domain | inhibition, % at 24.9 µM | purified CAL PDZ, TMR-peptide fluorescence polarization, 1 h | 300,000 tested, 0.92% active | AID 602252 | Q9HD26;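 active = mean inhibition of at least 30% with at least half of replicates also reaching 30%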;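 also: 0% = DMSO neutral control and 100% = excess unlabeled competitor peptide PRC23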
# cardiac RTF act: cardiac RTF calcium sensitization; activation, % at 7.2 µM; IANBD-labeled TnC RTF fluorescence at EC20 calcium; 0% EC20 calcium, 100% full calcium; 340,000 tested, 0.24% active; P19429+P45379;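 active = activation above the mean over all tested compounds plus 3 SD, cut at about 30% in these data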;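 also: rise in fluorescence read as greater calcium sensitivity of cardiac thin filaments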
# Keap1 Nrf2 FP: disrupts human Keap1 binding to Nrf2 peptide | Q14145 | Keap1 Kelch-Nrf2 peptide fluorescence polarization, 1536-well | inhibition, % at 9.4 µM | 340,000 tested, 0.15% active | AID 504523; in the data active = inhibition above about 12%;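 also: human Keap1 Kelch domain with fluorescein labeled Nrf2 9mer peptide probe; 0% = neutral control wells and 100% = peptide positive control; higher means more block of Keap1 binding to Nrf2 peptide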
# Active calls of the source: *; . = no result given.
# The line under a structure holds: LANA DNA inh	PKA-R2B activ	CAL PDZ FP-1	SR-BI uptake up	Rtt109 Vps75	DAGLB inh	Cardiac RTF inh	CAL PDZ FP-2	cardiac RTF act	Keap1 Nrf2 FP
[1] CCCCN(C(=O)c1c(CC)noc1C)c1c(N)n(CCCC)c(=O)[nH]c1=O
  0.0	-1	-3.1	32	-4	2	-9	-3	-4	-1
[2] COc1cccc(NC(=O)C2CCCN(S(=O)(=O)c3cccc4nsnc34)C2)c1 (centres undefined)
  -3.1	-12	.	-29	3	0	11	-4	11	-6
[3] COC(=O)c1sc(S(=O)(=O)N2CCN(c3ccccc3)CC2)c(C(=O)OC)c1C
  0.6	5	-1.1	-4	0	-8	-4	0	3	2
[4] NC(=O)C1CCN(CC(=O)Nc2ccccc2N2CCOCC2)CC1
  0.1	7	-0.2	17	-9	-1	-3	-8	3	2
[5] Nc1cc[n+](CC(=O)c2ccc3c(c2)OCCO3)cc1
  -1.4	-8	0.0	1	-24	0	-9	3	-3	1
[6] COc1ccc(NC(=O)N2CCCC(C(=O)NC(C)C)C2)cc1 (centres undefined)
  0.3	-7	-3.5	7	.	-1	2	-1	1	1
[7] COc1ccc(-c2nn(-c3ccccc3)cc2/C=C/C(=O)O)cc1[N+](=O)[O-]
  -0.9	-1	-4.7	.	32	-2	-1	-2	-3	3
[8] Cc1ccc(NC(=O)c2csc(-c3ccccc3)c2C)cc1
  1.5	-1	0.2	-14	1	-5	-3	0	-6	2
[9] COc1ccccc1/C=C/C(=O)OCC(=O)Nc1ccc2c(c1)OCO2
  0.2	3	-0.8	18	5	-7	-1	-4	-6	1
[10] CNS(=O)(=O)c1c(C)cc(C)c(N(C)S(=O)(=O)c2ccccc2)c1C
  -2.6	1	-1.8	-5	-22	-4	5	2	4	-2

# Five of these compounds, set out differently.
6	COc1ccc(NC(=O)N2CCCC(C(=O)NC(C)C)C2)cc1 (centres undefined)
7	COc1ccc(-c2nn(-c3ccccc3)cc2/C=C/C(=O)O)cc1[N+](=O)[O-]
8	Cc1ccc(NC(=O)c2csc(-c3ccccc3)c2C)cc1
9	COc1ccccc1/C=C/C(=O)OCC(=O)Nc1ccc2c(c1)OCO2
10	CNS(=O)(=O)c1c(C)cc(C)c(N(C)S(=O)(=O)c2ccccc2)c1C
Compound | 6 | 7 | 8 | 9 | 10
LANA DNA inh | 0.3 | -0.9 | 1.5 | 0.2 | -2.6
PKA-R2B activ | -7 | -1 | -1 | 3 | 1
CAL PDZ FP-1 | -3.5 | -4.7 | 0.2 | -0.8 | -1.8
SR-BI uptake up | 7 | . | -14 | 18 | -5
Rtt109 Vps75 | . | 32 | 1 | 5 | -22
DAGLB inh | -1 | -2 | -5 | -7 | -4
Cardiac RTF inh | 2 | -1 | -3 | -1 | 5
CAL PDZ FP-2 | -1 | -2 | 0 | -4 | 2
cardiac RTF act | 1 | -3 | -6 | -6 | 4
Keap1 Nrf2 FP | 1 | 3 | 2 | 1 | -2

# More entries follow.
# The line under a structure holds: LANA DNA inh	PKA-R2B activ	CAL PDZ FP-1	SR-BI uptake up	Rtt109 Vps75	DAGLB inh	Cardiac RTF inh	CAL PDZ FP-2	cardiac RTF act	Keap1 Nrf2 FP
[11] O=C(Cc1ccccc1)NCC(=O)OCC(=O)c1ccc(OC(=O)c2ccccc2)cc1
  5.5	2	-1.4	-1	32	-1	1	.	6	0
[12] CCOc1ccc(NC(=O)CSc2nc3cccnc3n2CCOC)cc1
  -1.4	-5	-5.2	-22	-4	-1	3	-3	7	-4
[13] CCOc1cc(N2CCCC2)ccc1[N+](=O)[O-]
  -0.1	-4	-2.1	-19	0	3	-13	-1	2	1
[14] CCOC(=O)N1CCN(C(=O)c2cn(CC)c3ccc(S(=O)(=O)N4CCCC4)cc3c2=O)CC1
  0.8	-1	-1.7	7	9	4	-6	1	4	-4
[15] COc1ccccc1-c1nnc2n1N=C(C(C)(C)C)CS2
  0.7	-8	0.0	.	3	-1	0	-1	-3	-4
[16] COCCSc1nnc(NC(=O)C2CC(=O)N(CCc3ccc(F)cc3)C2)s1 (centres undefined)
  0.6	7	-1.1	.	5	1	-11	.	-1	1
[17] OC(CNCc1cccc(Cl)c1)c1ccccc1 (centres undefined)
  0.9	3	-2.5	2	8	-1	-1	0	-3	-3
[18] COc1ccc(C(C)NC(=O)Cc2cccs2)cc1 (centres undefined)
  0.6	-5	0.3	7	10	-2	1	-1	-3	0
[19] CNC(=O)CN(c1cc(OCCOC)c(Cl)cc1Cl)S(=O)(=O)c1ccc(OC)cc1
  -1.0	-14	-0.4	13	-10	0	-7	0	2	-3
[20] CCN(CC(=O)Nc1ccc(OC)cc1)C(=O)c1oc2c(Cl)cccc2c1C
  -0.3	-1	-3.0	-22	4	-12	-8	8	-12	1
[21] Cc1nn(CC(=O)NCCCc2ccccc2)c(=O)c2cc3occc3n12
  -1.1	-6	-2.8	.	-5	-5	0	0	-1	-6
[22] COc1ccc(COC(=O)c2ccc(S(=O)(=O)N3CCC(C)CC3)cc2)cc1
  -0.1	-6	1.4	-3	-5	-5	0	9	-1	2
[23] CC(=O)/C(=N/Nc1cccc(Cl)c1)N1CCOCC1
  0.5	-6	0.3	-4	-2	0	-5	-2	0	-5
[24] C=CCNCCCOc1ccc(C(C)(C)c2ccccc2)cc1
  -0.5	0	-2.2	20	-3	3	-3	-2	-5	-6
[25] CC(=O)N1CCC(=NNC(=O)c2cc3ccccc3cc2O)CC1
  0.2	0	-1.2	-21	-5	1	-2	55*	-1	-26
[26] CCCCOc1ccc(C(=O)NCc2ccccn2)cc1
  2.6	-10	0.0	1	5	1	7	-2	8	-4
[27] CCOC(=O)c1coc(C(=O)OCC)c1C(=O)OCC
  -0.3	-10	-0.8	4	1	-1	-2	-11	-1	3
[28] COc1ccc2nc(NC(=O)c3cnccn3)sc2c1
  0.2	-10	-1.9	27	-1	2	-10	.	5	-5
[29] O=c1c2ccccc2cnn1Cc1ccc(Br)cc1F
  1.4	-5	-2.7	.	2	0	-20	3	2	3
[30] Cc1cc(C)cc(NC2=CC(=O)CC(c3ccco3)C2)c1 (centres undefined)
  0.4	1	-1.3	-25	-3	0	6	.	3	-3
[31] O=C1CCCN1Cc1ccccc1
  0.3	-4	-0.2	2	-5	2	8	1	-2	-5
[32] CCc1nc2cccnc2n1-c1ccc(CC(=O)NC(C)CC)cc1 (centres undefined)
  1.2	3	0.1	-1	-6	1	-9	0	1	-4
[33] COc1cc(NC(=O)C2C3C=CC(C3)C2C(=O)O)c(OC)cc1Cl (centres undefined)
  0.0	-13	-2.8	16	-6	0	-5	1	1	7
[34] O=C(N/N=C/c1ccccc1)c1ccc(N2CCOCC2)c([N+](=O)[O-])c1
  -0.5	11	-0.7	27	-7	2	8	-4	-1	1
[35] CCNC(=S)N1CCc2cc(OC)c(OC)cc2C1COc1ccc(OC)cc1 (centres undefined)
  -1.1	2	.	-38	-6	4	-5	-9	1	3
[36] Nc1cccnc1Sc1cc(Cl)c(Cl)cc1Cl
  1.1	-2	-2.5	-12	.	-2	-8	4	0	-7
[37] C/C(=N\NC(=O)c1ccccc1-n1cccc1)C1CC1
  2.5	6	-2.0	7	11	2	4	-4	7	2
[38] COc1ccc2nc(N3CCCC(C(=O)NCCCN4C(C)CCCC4C)C3)sc2c1 (centres undefined)
  0.6	-7	-3.7	2	-9	1	4	0	6	-3
[39] O=C1CC(N2CCN(c3ccccn3)CC2)C(=O)N1c1ccc(F)cc1 (centres undefined)
  1.1	.	-0.2	12	-11	.	.	3	.	0
[40] COc1ccc(C(C(=O)NCC2CCCO2)N(C(=O)CNC(=O)c2ccco2)c2ccccc2)cc1OC (centres undefined)
  1.2	4	-4.5	.	-2	2	-7	-2	-1	4

# Single records (already shown). Order of screens: LANA DNA inh | PKA-R2B activ | CAL PDZ FP-1 | SR-BI uptake up | Rtt109 Vps75 | DAGLB inh | Cardiac RTF inh | CAL PDZ FP-2 | cardiac RTF act | Keap1 Nrf2 FP
# Entry for O=C1CCCN1Cc1ccccc1 : 0.3 | -4 | -0.2 | 2 | -5 | 2 | 8 | 1 | -2 | -5
# Entry for O=C(N/N=C/c1ccccc1)c1ccc(N2CCOCC2)c([N+](=O)[O-])c1 : -0.5 | 11 | -0.7 | 27 | -7 | 2 | 8 | -4 | -1 | 1
# Entry for COc1cc(NC(=O)C2C3C=CC(C3)C2C(=O)O)c(OC)cc1Cl (centres undefined) : 0.0 | -13 | -2.8 | 16 | -6 | 0 | -5 | 1 | 1 | 7
# Entry for C/C(=N\NC(=O)c1ccccc1-n1cccc1)C1CC1 : 2.5 | 6 | -2.0 | 7 | 11 | 2 | 4 | -4 | 7 | 2
# Entry for COc1ccc2nc(N3CCCC(C(=O)NCCCN4C(C)CCCC4C)C3)sc2c1 (centres undefined) : 0.6 | -7 | -3.7 | 2 | -9 | 1 | 4 | 0 | 6 | -3

# Screening results as filed in PubChem.
